# CF NFkB inh – inhibitors of cystic fibrosis induced NF-kB. KKLEB NF-kB-GFP reporter, PAF-induced, GFP fluorescence overnight. inhibition, % at 5 µM. 0.86% of 360,000 active;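 active means at least 50% inhibition at 5 µM, scaled per plate between neutral and stimulator controls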;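 further: PAF is a Pseudomonas aeruginosa culture filtrate used as stimulus; plate controls were PAF-stimulated DMSO wells for no effect and unstimulated DMSO wells for full effect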
# Shn3 inh set2 – inhibitors of Schnurri-3 3'UTR reporter in osteoblasts; Clone20 osteoblast Shn3 3'UTR firefly luciferase, 24 h; inhibition, % at 12.5 µM; 0.52% of 360,000 active;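 active means mean inhibition of at least 75% with every replicate also reaching 75%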;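 further: 0% = median of neutral control wells and 100% = pilot-screen positive control compound; some compounds past the cut are filed as inactive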
# HIF-2a inh – inhibitors of HIF-2a | 0.72% of 360,000 active | 786-0 RCC cells HIF-2a reporter, luciferase luminescence, overnight | inhibition, % at 18.8 µM | AID 624352;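 active means inhibition of the luminescence signal of 40% or more relative to plate controls, in a single-dose primary screen at 18.75 µM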
# aDG glyco act – alpha-DG glycosylation activation; 0.22% of 360,000 active; AID 624168; activation, % at 10 µM; Pro5-aDG cells, alpha-DG glycosylation AlphaScreen (IIH6); 0% Pro5, 100% B10-LARGE cell signal;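 active means activation of at least 8% versus controls, or a plate z-score of at least 8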;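 further: Pro5 are CHO cells carrying HIG-tagged alpha-DG that lacks glycosylation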
# Peg3 prom inh – reduces Peg3 promoter-driven luciferase expression in HeLa; HeLa PEG-Prom luciferase reporter, luminescence, overnight; inhibition, % at 20 µM; 1.7% of 360,000 active;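 active means inhibition of at least 50% at 20 µM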
# TWEAK Fn14 block – inhibitors of TWEAK-Fn14 interaction signaling; inhibition, % at 10 µM; TWEAK-stimulated Fn14 reporter cells, luciferase luminescence, 8 h; AID 1159606; 2% of 360,000 active; in the data active means inhibition above about 50%
# NR2E3 ag-1 – NR2E3 (human) agonism; Q9Y5X4; GST-NR2E3/biotin-RetCOR TR-FRET, 1536-well; inhibition of corepressor binding, % at 4.78 µM; 0.12% of 320,000 active; AID 2300;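 active means percent inhibition above the cutoff of mean plus 3 SD of all tested compounds, set per screening campaign, cut at about 20% in these data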;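 further: 0% = DMSO wells and 100% = biotin wells as full block of FRET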
# Target sequence (Q9Y5X4 whole entry, looked up): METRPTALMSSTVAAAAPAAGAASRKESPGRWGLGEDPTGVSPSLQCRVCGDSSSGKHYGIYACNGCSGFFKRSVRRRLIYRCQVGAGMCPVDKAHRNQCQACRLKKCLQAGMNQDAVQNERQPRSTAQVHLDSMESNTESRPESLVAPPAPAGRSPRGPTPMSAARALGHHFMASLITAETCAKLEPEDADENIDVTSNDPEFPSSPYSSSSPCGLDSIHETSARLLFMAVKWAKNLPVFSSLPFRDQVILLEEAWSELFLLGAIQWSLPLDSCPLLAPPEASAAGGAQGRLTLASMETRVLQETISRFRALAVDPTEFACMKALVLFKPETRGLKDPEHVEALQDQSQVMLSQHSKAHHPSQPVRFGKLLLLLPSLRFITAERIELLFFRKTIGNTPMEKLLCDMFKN
#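 Material: NR2E3–RetCOR corepressor complex / Amount: 1.35 nM GST-NR2E3 / Medium: Tris pH 7.5 / Compound: single nominal compound dose of 4.8 µM / Incubation: 5 h at 4 °C / Technique: TR-FRET, Eu(K)-anti-GST donor, streptavidin-D2 acceptor, ex 340, em 617/671 nm / Read-out basis: percent loss of FRET ratio relative to control wells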
# TRPM1 prom inh – MITF TRPM1 promoter inhibition in SK-MEL-5 cells | SK-MEL-5 TRPM1 promoter luciferase, 24 h | inhibition, % at 12.5 µM | 0.83% of 330,000 active | AID 488899;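 active means mean inhibition across replicates of 60% or more, whatever share of single replicates reaches that level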; further: values of inactives mirror those of a sister screen read the other way
# hiPSC survival – enhancers of human iPSC single-cell survival | AID 602274 | hiPSC single-cell survival, ATPlite luminescence; 100% = ROCK inhibitor wells, 0% = DMSO | survival enhancement, % at 20 µM | 0.044% of 360,000 active; in the data active means survival enhancement above about 18%;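 further: cells exposed to compounds for 16 hours before the ATP read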
# KKLEB tox – CF airway cell cytotoxicity counter-screen; KKLEB CF airway cells viability, ATPlite luminescence, overnight; hits give low values; cells stimulated with P. aeruginosa culture filtrate; activity change (cytotoxicity), % at 5 µM; 0.36% of 360,000 active;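 active means corrected activity change at or below -50% at 5 µM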
# NR2E3 ag-2 – human photoreceptor-specific nuclear receptor agonism; 0.35% of 360,000 active; AID 602229; CHO-S Gal4-NCOR/VP16-NR2E3 two-hybrid, luciferase; inhibition of corepressor binding, % at 3.98 µM; Q9Y5X4;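 active means inhibition above the mean of all tested compounds plus 3 SD, cut at about 70% in these data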;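 further: 0% = DMSO with NR2E3 transfected cells and 100% = cells lacking NR2E3 construct; higher means lower luciferase signal from less NR2E3 corepressor binding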
# Numbers without * were called inactive; / = not tested or not shown. Random draw from the library (roughly 4.4% active in at least one column).
no.	compound	CF NFkB inh	Shn3 inh set2	HIF-2a inh	aDG glyco act	Peg3 prom inh	TWEAK Fn14 block	NR2E3 ag-1	TRPM1 prom inh	hiPSC survival	KKLEB tox	NR2E3 ag-2
1	O=C(NCC1COc2ccccc2O1)c1ccccc1 (stereo not drawn)	-1	-70	-206	-0.1	-166	-18	5	-42	-2.0	-6	-108
2	O=C(NCc1ccc2c(c1)OCO2)c1ccc(COc2cc(Cl)ccc2Cl)o1	-6	2	-15	1.1	-8	-15	1	-3	-0.8	-8	-48
3	Cc1ccc(NC(=O)CSCC(=O)Nc2ccccc2C(=O)NC2CC2)cc1	-1	-2	-4	-0.2	-11	-12	/	8	-0.4	-1	-29
4	COCCCNC(=S)Nc1ccc2nc(N3CCOCC3)cc(C)c2c1	-1	3	-19	0.1	13	-19	-3	1	0.5	0	2
5	Cc1ccc(S(=O)(=O)N(C)C)cc1NC(=O)CN1C(=O)NC2(CCCCCC2)C1=O	13	-9	17	0.1	20	-12	4	0	0.5	4	-8
6	CCc1cc(=O)oc2cc(OCC(=O)N3CCCc4ccccc43)ccc12	4	7	-20	-0.1	15	-117	4	11	-0.9	8	-6
7	COc1ccccc1C(CNC(=O)C1CCN(C(=O)Nc2ccccc2)CC1)N1CCCC1 (stereo not drawn)	18	-23	-1	-0.1	-10	10	/	-4	-0.4	-7	-7
8	Cc1cc(C)c2c(c1)OC(=O)CC2c1ccc2c(c1)OCO2 (stereo not drawn)	-14	-24	5	0.0	-18	2	/	0	1.6	3	-14
9	CCCCCC(=O)NC(CC(=O)OC)c1ccc2c(c1)OCO2 (stereo not drawn)	-2	-2	17	-0.1	8	37	0	13	-0.3	16	-16
10	CC(=O)Oc1ccc2c(c1)Oc1cc(OC(C)=O)ccc1C21OC(=O)c2ccccc21	-184	15	11	-0.2	-1	1	-2	6	-2.5	-5	-41
11	Cc1ccc(C)c(OCC(=O)N(Cc2ccccc2)c2c(N)n(Cc3ccccc3)c(=O)[nH]c2=O)c1	17	5	29	-0.2	8	8	/	-1	-0.4	5	4
12	COc1cc(OC)cc(-c2nc3ccccc3c(=O)n2OC(=O)c2ccccc2C)c1	39	3	-10	-0.4	53*	43	0	-3	0.3	3	-11
13	Cn1c2ccccc2n2c(=O)cc(-c3ccccc3)c(C#N)c12	-25	-39	-118	0.3	-43	-40	2	-46	-0.2	-7	-24
14	COc1ccc(N(CC(=O)NC2CCCC2)S(=O)(=O)c2ccc(NC(C)=O)cc2)cc1	12	-5	10	-0.2	-1	-7	3	-19	1.8	8	-22
15	CC1=C(C(=O)Nc2ccccc2)C(c2cccnc2)n2ncnc2N1 (stereo not drawn)	8	-4	12	-0.1	-2	5	0	8	-1.3	3	7
16	COc1ccc(OC)c(NC(=O)CCOc2cccc(C)c2)c1	-3	26	-2	0.2	12	34	2	11	-0.2	4	8
17	CCCC1CC(C)(c2csc(Nc3ccc(OCC)cc3)n2)OC1=O (stereo not drawn)	-3	21	-123	1.4	-40	35	0	12	-0.7	5	2
18	Cc1cccc(CN2CCN(C3CN(Cc4cn(Cc5cc(C)cc(C)c5)nn4)S(=O)(=O)C3)CC2)c1 (stereo not drawn)	/	/	8	0.6	/	12	/	/	-0.6	/	10
19	CC(C)(C)Nc1nc(Cl)nc(NCc2ccccc2)n1	19	0	14	0.3	18	-6	2	-6	-0.3	-3	-9
20	CC(C)Cc1csc(NC(=O)C(C)C)c1C(=O)O	21	2	20	0.0	14	16	2	10	0.2	-10	-14
21	CCOc1ccccc1C(=O)N1CCN=C1SCc1cccnc1	13	-3	21	0.6	13	7	-1	-3	6.0	-4	3
22	COC(=O)[C@]1(CC(C)C)N[C@H](c2ccc(-c3ccc(Cl)c(Cl)c3)cc2)[C@@H]2C(=O)N(C)C(=O)[C@@H]21	35	14	-19	0.6	18	-4	2	3	-3.6	-20	-10
23	CCN1CCN(C(C(=O)NC2CCCC2)c2cc3c(cc2[N+](=O)[O-])OCO3)CC1 (stereo not drawn)	-3	-27	-60	-0.1	-43	-11	1	8	0.5	7	-21
24	Cc1ccc2nc(C)cc(C(=O)OCC(=O)Nc3c(C)n(C)n(-c4ccccc4)c3=O)c2c1	-1	-7	15	-0.1	7	6	-2	2	0.2	19	-15

# 2 compounds from above with just NR2E3 ag-2, Peg3 prom inh and NR2E3 ag-1.
nr	canonical_smiles	NR2E3 ag-2	Peg3 prom inh	NR2E3 ag-1
17	CCCC1CC(C)(c2csc(Nc3ccc(OCC)cc3)n2)OC1=O (stereo not drawn)	2	-40	0
15	CC1=C(C(=O)Nc2ccccc2)C(c2cccnc2)n2ncnc2N1 (stereo not drawn)	7	-2	0

# Rewritten field by field: four of the compounds above.
3: Cc1ccc(NC(=O)CSCC(=O)Nc2ccccc2C(=O)NC2CC2)cc1
  CF NFkB inh: -1
  Shn3 inh set2: -2
  HIF-2a inh: -4
  aDG glyco act: -0.2
  Peg3 prom inh: -11
  TWEAK Fn14 block: -12
  NR2E3 ag-1: /
  TRPM1 prom inh: 8
  hiPSC survival: -0.4
  KKLEB tox: -1
  NR2E3 ag-2: -29
4: COCCCNC(=S)Nc1ccc2nc(N3CCOCC3)cc(C)c2c1
  CF NFkB inh: -1
  Shn3 inh set2: 3
  HIF-2a inh: -19
  aDG glyco act: 0.1
  Peg3 prom inh: 13
  TWEAK Fn14 block: -19
  NR2E3 ag-1: -3
  TRPM1 prom inh: 1
  hiPSC survival: 0.5
  KKLEB tox: 0
  NR2E3 ag-2: 2
5: Cc1ccc(S(=O)(=O)N(C)C)cc1NC(=O)CN1C(=O)NC2(CCCCCC2)C1=O
  CF NFkB inh: 13
  Shn3 inh set2: -9
  HIF-2a inh: 17
  aDG glyco act: 0.1
  Peg3 prom inh: 20
  TWEAK Fn14 block: -12
  NR2E3 ag-1: 4
  TRPM1 prom inh: 0
  hiPSC survival: 0.5
  KKLEB tox: 4
  NR2E3 ag-2: -8
6: CCc1cc(=O)oc2cc(OCC(=O)N3CCCc4ccccc43)ccc12
  CF NFkB inh: 4
  Shn3 inh set2: 7
  HIF-2a inh: -20
  aDG glyco act: -0.1
  Peg3 prom inh: 15
  TWEAK Fn14 block: -117
  NR2E3 ag-1: 4
  TRPM1 prom inh: 11
  hiPSC survival: -0.9
  KKLEB tox: 8
  NR2E3 ag-2: -6
